mcGAS lum = mouse cGAS inhibition by luminescence; Q8C6L5; recombinant cGAS, Kinase-Glo ATP depletion luminescence; inhibition, % at 12.5 µM; 160,000 tested, 0.15% active;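 note: 0% = negative control wells and 100% = reference inhibitor with no enzyme activity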
hcGAS lum = blocks human cGAS activity; Q8N884; recombinant h-cGAS, ATP depletion, Kinase-Glo luminescence; inhibition, % at 12.5 µM; 290,000 tested, 0.081% active; AID 1259398;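 note: 0% = vehicle reaction and 100% = reaction without DNA for no activity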
Target sequence (Q8N884 whole entry, looked up): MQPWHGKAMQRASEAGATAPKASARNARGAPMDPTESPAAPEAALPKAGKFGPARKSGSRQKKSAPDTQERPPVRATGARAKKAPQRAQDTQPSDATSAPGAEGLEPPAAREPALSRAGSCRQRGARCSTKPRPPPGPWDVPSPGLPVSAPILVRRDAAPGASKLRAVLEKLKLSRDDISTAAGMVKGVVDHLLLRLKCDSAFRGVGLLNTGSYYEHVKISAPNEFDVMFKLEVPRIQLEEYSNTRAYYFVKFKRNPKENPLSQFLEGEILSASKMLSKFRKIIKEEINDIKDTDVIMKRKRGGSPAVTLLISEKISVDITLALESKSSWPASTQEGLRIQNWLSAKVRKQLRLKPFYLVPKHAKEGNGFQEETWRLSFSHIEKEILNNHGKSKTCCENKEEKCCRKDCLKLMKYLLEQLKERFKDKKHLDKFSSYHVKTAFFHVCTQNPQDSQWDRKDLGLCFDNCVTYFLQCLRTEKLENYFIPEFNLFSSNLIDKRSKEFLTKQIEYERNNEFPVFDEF
NPYLR7 agonist = activates Aedes aegypti NPYLR7 receptor. HEK293T NPYLR7/Galpha15, GCaMP6s calcium fluorescence. activation, % at 10 µM. 270,000 tested, 0.15% active. AID 1259423; in the data active = activation above about 40%;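 note: 0% = vehicle and 100% = reference agonist at the receptor; some compounds past the cut are filed as inactive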
Numbers without * were called inactive; . = no result given; & = joins results of further samples. Cut-off read from the data, not from the text of the source, unless noted: active = inhibition above about 40%; inactive = the rest.

SMILES	mcGAS lum	hcGAS lum	NPYLR7 agonist
CCc1nc(CC#N)nc(N2CCN(C(=O)c3cccs3)CC2)c1Cc1cccc(C)c1	-7	-8	15
CN(CC(O)Cn1c2ccccc2c2ccccc21)S(C)(=O)=O (stereo not given)	.	-8	-1
COc1cccc(-c2cc(C(=O)Nc3ccc4c(c3)OCCO4)c3ccccc3n2)c1	-9	-5	0
CC1(C(=O)NCc2ccc3c(c2)OCO3)CCN1C(=O)C1(c2ccc(Cl)cc2)CCC1 (stereo not given)	-4	-7	4
COCCNc1nc(Nc2ccc(C)cc2)c2nccnc2n1	.	1	3
CC(=O)n1c2ccccc2c2nc3ccccc3nc21	-2	1	12
CNc1nc(C(=O)N2C[C@@H]3C4CCC(CC4)[C@@H]3C2)cs1	-7	-3	4
COCCn1cc(C(=O)N2CCN(CCc3ccccc3)CC2)c2nn(-c3ccccc3)c(=O)c-2c1	-6	-5	-2
COCCN(CC(=O)N(Cc1ccc(F)cc1)Cc1ccc(C)s1)C(=O)c1cccc(Br)c1	2	-4	-3
CSc1nc(N2CCCCC2)c2cnn(CCNC(=O)c3c(F)cccc3F)c2n1	-5	-2	.
Cc1cccc(NC(=O)c2c(O)c3ccccc3[nH]c2=O)n1	-3	-2	4
COCc1nc(-c2ccccc2)nc(N2CCN(C(=O)C3CCC3)CC2)c1Cc1c(F)cccc1Cl	-7	-9	23
CCOC(=O)C1(Cc2ccccc2)CCN(Cc2ccc3cc(NC(C)=O)ccc3n2)CC1	-8	-8	2
CCOC(=O)Cc1csc(NC(=S)NC(=O)c2ccc(F)cc2)n1	-6	-7	9
CCCC(=O)N1CCC(C(=O)NCCNC(=O)c2ccccc2)CC1	.	-8	9
CC(=O)Nc1ccc(-n2ccc3c(cnc4nc(C)nn43)c2=O)cc1	.	-3	6
C=CCC(=O)NCC1CCN(Cc2ccc3occc3c2)CC1	.	-3	1
Cc1ccccc1C1c2ccsc2CCN1C(=O)CN(C(=O)c1cccc([N+](=O)[O-])c1)C1CCCCC1 (stereo not given)	-1	-2	-9
CCOC(=O)C1=C(C(=O)OCC)SC(=C2C(=S)C(C)(C)N(C(C)=O)c3ccccc32)S1	-10	-11	-12
COC(=O)c1ccc(CSc2nnc(CCn3ccc(=O)[nH]c3=O)o2)o1	-7	-2	-2
CC(C(=O)Nc1ccc(F)cc1Cl)N(C)CC(=O)N1c2ccccc2NC(=O)CC1C (stereo not given)	-8	-7	11
O=C(CN1CN(c2ccccc2)C2(CCN(S(=O)(=O)c3ccc(Br)cc3)CC2)C1=O)N1CCCC1	-1	4	-2
COc1ccccc1N1CCN(CC(=O)C(C#N)c2nc(-c3ccc(Cl)cc3)cs2)CC1 (stereo not given)	.	1	-5
CCC(=O)N1CCCC(C(=O)NC2(C)CCc3ccccc3C2)C1 (stereo not given)	.	-2&1	-16&-5
O=C(CN1CCC2CCCCC2C1)N1CCC(c2ccccc2)=N1 (stereo not given)	-15	-6	11

Next compounds:
SMILES	mcGAS lum	hcGAS lum	NPYLR7 agonist
COc1cccc2sc(=NC(=O)c3cc(C)on3)n(C)c12	.	-5	2
O=C(NC1CCN(c2ccccc2C(=O)N2CCOCC2)CC1)c1cccc(F)c1	0	2	1
CCOC(=O)c1c(NC(=O)CCN2C(=O)c3ccccc3C2=O)sc2c1CCCC2	-5	-7	12
O=C(O)NC1CCS(=O)(=O)C1 (stereo not given)	.	-3	11
Cn1cnc(S(=O)(=O)N2CCCCC2c2cc(C(=O)NCc3ccc(Cl)c(Cl)c3)no2)c1 (stereo not given)	-2	2	-5
CC(=O)c1c(C)cc(C)c(CNc2ccc(C)c(S(=O)(=O)N3CCOCC3)c2)c1C	-14	-4	9
O=C1NC(=O)C(CC(=O)N2CCN(Cc3cc(=O)c(OCc4ccc(F)cc4)co3)CC2)N1 (stereo not given)	-7	-13	30
CC(=O)Nc1ccc(Cl)c(C(=O)N2CCC(Oc3cccc(C)c3)CC2)c1	-1	4	0
C#CCN1CCC(C(=O)Nc2cc3c(cc2Br)OCCO3)CC1	.	6	0
O=C(CCC(=O)NC1CCCCCCC1)NCC(O)c1ccccc1 (stereo not given)	-15	-4	9
CCN1CCN(C(c2ccccc2)c2c(O)cc(C)n(Cc3ccco3)c2=O)CC1 (stereo not given)	.	0	5
CCn1nc(C)c(CN(C)CC2CCN(Cc3ccc(C)o3)CC2)c1C	.	-9	4
Cc1cc(C(=O)NOCCO)c(Nc2ccc(I)cc2F)n(C)c1=O	-10	-11	-4
O=C(CSc1nc(=O)n(CC2CCCO2)c2c1CCC2)Nc1nccs1 (stereo not given)	-7	-4	-3
CC(Sc1ncc(-c2ccc(Br)cc2)[nH]1)C(=O)N1CCCC1 (stereo not given)	.	-5	-3
O=C(c1c[nH]c(=O)cn1)N1CCCCC1CCn1ccnc1 (stereo not given)	-13	-8	.
C(=N/Nc1nc(N2CCOCC2)nc(N2CCOCC2)n1)/c1c[nH]c2ccccc12	-7	-2	12
CCCc1cc(=O)[nH]c(N=C(N)Nc2ccc(F)cc2)n1	.	-5	-1
CCNc1nc(C)c(C(=O)N(Cc2ccccc2OC)C2CC2)s1	-4	2	-4
FC(F)Oc1ccccc1CSc1nnc(-c2cc(-c3ccccc3)nc3ccccc23)n1CC1CCCO1 (stereo not given)	-4	0	0
Oc1ccc(-c2nc3ccccn3c2NCc2ccccc2)cc1	-8	-4&2	12&7
O=C(COc1cccc(NS(=O)(=O)c2ccccc2)c1)N1CCCC1	.	-2	-3
CC1(C)OC(=O)C(C2(c3ccccc3)C3CC4CC(C3)CC2C4)C(=O)O1 (stereo not given)	.	-3	-5
Cc1ccc(Oc2nc(C)nc(N(C)Cc3ccc(F)cc3)c2N)cc1	.	-10	16
COc1ccccc1-n1c(SCC(=O)c2ccccc2)nc2c(c1=O)SCC2	.	-6	-6

The listing continues:
SMILES	mcGAS lum	hcGAS lum	NPYLR7 agonist
CCN(CC)P1(=Nc2ccccc2C)C(=C2N(C)c3ccccc3C2(C)C)C=NN1C (stereo not given)	.	-4	9
COC(=O)CCCC(=O)N1CCCC(CNC(=O)c2cc(OC)cc(OC)c2)C1 (stereo not given)	.	-12	1
Cc1cccc(N2CCN(CN3C(=O)NC4(CCCCCC4)C3=O)CC2)c1	.	-3	3
Cc1ccc(-c2nc(CCNC(=O)c3cccc(C)c3)cs2)cc1	.	-2	20
O=S(=O)(Nc1ccccc1CO)c1ccc(Cl)c(Cl)c1	-6	-13	7
CN(CCc1ccccn1)C(=O)CCC[C@@H]1[C@H]2CCCN3CCC[C@@H](CN1C)[C@@H]23	-6	-5	.
CCc1[nH]nc2c1C(c1ccc(C)o1)C(C#N)C(=N)O2 (stereo not given)	-2	-3	6
CN1CCC(CNC(=O)C2(N)CCC2)C1 (stereo not given)	-14	0	1
Cc1cc(S(=O)(=O)NCCn2nc(-c3ccncc3)ccc2=O)ccc1F	.	-4	9
CN1CCN(C(=O)c2ccccc2-c2ncc[nH]2)CC1C(=O)O (stereo not given)	.	-9	18
O=C(NCc1cccc(C(F)(F)F)c1)C1CCN(c2nc3nc[nH]c(=O)c3s2)CC1	.	-3	7
O=S(=O)(c1cccc(Cl)c1Cl)N1CCCC1c1ccc2c(c1)OCCO2 (stereo not given)	.	-8	0
Cc1nccn1-c1cc(NCCNS(=O)(=O)c2ccc(C(F)(F)F)cc2)ncn1	-8	-2	-11
O=C(c1ccno1)N(CCCN1CCOCC1)c1nc2ccccc2s1	.	-2	0
O=C(NNc1ccccc1)c1nc(-c2ccccc2)cc(-c2ccccc2)n1	-8	-12	-2
COCCc1noc(COc2ccccc2CO)n1	.	-9	9
CCCC(=O)Nc1ccc(C(=O)NNC(=O)c2cccs2)cc1	-2	2	5
COc1ccc(CN2CCN(Cc3ccc(F)cc3)CC2CCO)c(F)c1 (stereo not given)	-10	-4	10
Cc1nc2ccc(C(=O)NC3CCN(Cc4ccccc4)CC3)cn2c1N(C)C(=O)CCc1ccccc1	-3	-6	16
COc1ccc(OC)c(S(=O)(=O)NC(=O)C2(C)CCN2C(=O)Cc2ccccc2)c1 (stereo not given)	.	-11	0
CC(=O)N1CCCC(S(=O)(=O)N2CCN3CCCC3C2)C1 (stereo not given)	.	-9	5
CC(Cl)C(=O)NCc1ccc(-c2ncc(-c3ccc(F)cc3)[nH]2)cc1 (stereo not given)	-2	-4	12
COCc1cc(CN(C)c2nc(C)nc3c2cnn3C)[nH]n1	-28	-3	-1
C=c1cc(C)n(CC(=O)Nc2cc(C)cc(C)c2)c(=O)c1=C1N=C(c2ccc(F)cc2)NO1	-1	-2	-3
CC(=O)N1CCN(c2nc(C)cc(Nc3ccc(C)cc3)n2)CC1	.	-7	6

Not a retest: entries from further up.
SMILES	mcGAS lum	hcGAS lum	NPYLR7 agonist
CCc1[nH]nc2c1C(c1ccc(C)o1)C(C#N)C(=N)O2 (stereo not given)	-2	-3	6
CN1CCC(CNC(=O)C2(N)CCC2)C1 (stereo not given)	-14	0	1
Cc1cc(S(=O)(=O)NCCn2nc(-c3ccncc3)ccc2=O)ccc1F	.	-4	9
CN1CCN(C(=O)c2ccccc2-c2ncc[nH]2)CC1C(=O)O (stereo not given)	.	-9	18
O=C(NCc1cccc(C(F)(F)F)c1)C1CCN(c2nc3nc[nH]c(=O)c3s2)CC1	.	-3	7
O=S(=O)(c1cccc(Cl)c1Cl)N1CCCC1c1ccc2c(c1)OCCO2 (stereo not given)	.	-8	0
Cc1nccn1-c1cc(NCCNS(=O)(=O)c2ccc(C(F)(F)F)cc2)ncn1	-8	-2	-11
O=C(c1ccno1)N(CCCN1CCOCC1)c1nc2ccccc2s1	.	-2	0
O=C(NNc1ccccc1)c1nc(-c2ccccc2)cc(-c2ccccc2)n1	-8	-12	-2
COCCc1noc(COc2ccccc2CO)n1	.	-9	9
CCCC(=O)Nc1ccc(C(=O)NNC(=O)c2cccs2)cc1	-2	2	5
COc1ccc(CN2CCN(Cc3ccc(F)cc3)CC2CCO)c(F)c1 (stereo not given)	-10	-4	10
Cc1nc2ccc(C(=O)NC3CCN(Cc4ccccc4)CC3)cn2c1N(C)C(=O)CCc1ccccc1	-3	-6	16
COc1ccc(OC)c(S(=O)(=O)NC(=O)C2(C)CCN2C(=O)Cc2ccccc2)c1 (stereo not given)	.	-11	0
CC(=O)N1CCCC(S(=O)(=O)N2CCN3CCCC3C2)C1 (stereo not given)	.	-9	5
CC(Cl)C(=O)NCc1ccc(-c2ncc(-c3ccc(F)cc3)[nH]2)cc1 (stereo not given)	-2	-4	12
COCc1cc(CN(C)c2nc(C)nc3c2cnn3C)[nH]n1	-28	-3	-1
C=c1cc(C)n(CC(=O)Nc2cc(C)cc(C)c2)c(=O)c1=C1N=C(c2ccc(F)cc2)NO1	-1	-2	-3

(further entries)
SMILES	mcGAS lum	hcGAS lum	NPYLR7 agonist
Cc1ccc(-c2ccc(C(=O)N3CCCC3)cn2)c(-n2cccn2)c1	-17	-4	9
CC(C)c1cc(CN(C)Cc2cn[nH]c2-c2ccc(F)cc2)no1	-11	-1	0
CS(=O)(=O)c1oc(-c2ccc(F)cc2)nc1S(=O)(=O)c1ccc(Br)cc1	.	-1	3
CC1(C)C[C@@H]2C[C@@](C)(CN2C(=O)c2coc(COc3ccccc3)n2)C1	.	-8	2
Cc1cccc(NC(=O)Cn2cnc3nc(N4CCC(C(=O)N5CCCCC5)CC4)sc3c2=O)c1	.	-2	3
Cc1ccc(C2=Nc3nnnn3C(c3ccc(F)cc3)C2)cc1C (stereo not given)	.	-4	6
CN(C)S(=O)(=O)c1ccc2oc(=S)[nH]c2c1	.	-8	-5
O=C(NCCc1ccc(Cl)cc1Cl)c1cc2n(n1)CCN(Cc1cccc(Cl)c1)C2=O	-5	-3	0
COc1ccc(OC)c(S(=O)(=O)N2CCN(c3nc4ccccc4nc3C)CC2)c1	.	-8	19
Oc1[nH]c2ccccc2c1N=Nc1c(Cl)cc(Cl)cc1Cl	-7&-5	-2&-3	-1&-4
CN(Cc1cccc2ncccc12)C(=O)CC1C(=O)NCCN1Cc1cccc(F)c1 (stereo not given)	-9	-4	3
COCC(C)NC(=O)C12CCC(C)(C(=O)O1)C2(C)C (stereo not given)	.	-4	-2
COC(=O)CN1C(c2ccc(OC)cc2)=Nc2ccc(Br)cc2C1c1ccccc1 (stereo not given)	-7	-6	-2
Cc1cc(Oc2cnn(C)c(=O)c2Nc2cccc(C(=O)NCc3ccc(F)cc3)c2)ccc1Cl	-5	-6	15
O=S(=O)(NC(c1ccc(F)cc1)C1CCCO1)c1cc(Br)cnc1Cl (stereo not given)	-34	3	7
Cc1cc(Cl)c(C(=O)Nc2cccc(C)c2C)cn1	.	-9	2
Cc1c(C(=O)NC2CCN(C(=O)OC(C)(C)C)CC2)oc2c1C(=O)CCC2	.	-2	0
COCCN(Cc1nc2cc(Cl)ccc2o1)C(=O)C1C[C@@H]1c1ccccc1 (stereo not given in full)	-6	-6	1
Cc1nc2ccc(NC(=O)CN(C)C(=O)OC(C)(C)C)cc2o1	.	-7	5
COC(=O)C1NN=C(C(=O)c2ccccc2)C1c1ccccc1 (stereo not given)	-6	-4	-1
Cc1nn(C)c2ncc(NC(=O)CN(C)C3CCS(=O)(=O)C3)cc12 (stereo not given)	-8	-4	1
Cc1cc(OCC(=O)N(CCC#N)c2ccccc2)cc2oc(=O)c3ccccc3c12	.	5	-4
Cc1cc(I)ccc1N=Cc1nc(-c2ccccc2F)oc1O	.	0	-6

Screening results from PubChem.
